High-throughput results deposited in PubChem BioAssay by Broad Institute.
Pf Dd2 growth: P. falciparum Dd2 growth inhibitors, primary screen, SYBR Green fluorescence, single dose replicates; 72 h; active compounds read low; activity change, % at 10 µM; 2.3% of 94,000 active; in the data active means activity change below about -80%; inconclusive means no clear call, values can overlap the other calls
C diff growth: C. difficile growth inhibitors, primary screen, HTS; growth activity, negative = inhibition, % at 16 µg/mL (by protocol); AID 1259249, 2017; Clostridium difficile clinical isolate growth, OD600, 24 h; active compounds read low; 0.25% of 86,000 active;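 active means mean growth activity at or below -80% and every replicate also at or below -80%; inconclusive means mean at or below -80% but some replicate above -80%; inactive means mean growth activity above -80%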;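 further: 0% = DMSO wells and -100% = levofloxacin 16 µg/mL wells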
KDM4C inh: inhibitors of GASC-1 (KDM4C) histone demethylase, primary screen, biochemical, single concentration HTS. Lysine-specific demethylase 4C (Homo sapiens), Q9H3R0. GST-KDM4C 2-372, H3K9me3 peptide, LANCE TR-FRET. inhibition, % at 12.5 µM. 0.15% of 96,000 active;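 active means mean replicate inhibition above about 25%, with at least 55% of replicates also reaching it, limit read from the data, passing the limit was not always enough; inconclusive means only one of those two conditions met; inactive means neither condition met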
Target sequence (Q9H3R0 2-372 limits assumed): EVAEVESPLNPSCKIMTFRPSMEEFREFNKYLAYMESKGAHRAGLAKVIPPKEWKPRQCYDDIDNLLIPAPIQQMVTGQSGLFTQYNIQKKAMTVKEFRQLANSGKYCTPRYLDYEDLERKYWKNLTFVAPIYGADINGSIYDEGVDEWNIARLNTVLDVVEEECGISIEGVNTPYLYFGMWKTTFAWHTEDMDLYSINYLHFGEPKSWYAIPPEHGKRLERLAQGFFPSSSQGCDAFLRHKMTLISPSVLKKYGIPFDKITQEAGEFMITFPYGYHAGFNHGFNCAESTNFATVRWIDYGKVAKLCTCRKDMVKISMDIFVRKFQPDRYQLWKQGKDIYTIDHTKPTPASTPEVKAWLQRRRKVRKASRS
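Test system – GST-tagged GASC-1 (JMJD2C) catalytic fragment, aa 2-372 · Medium – HEPES buffer, pH 7.5, plus ascorbate · Reagent – H3K9me3 peptide with Fe(II)/2OG · Compound – one test concentration per compound · Timing – 30 min reaction, 60 min detection, RT · Technique – TR-FRET with Eu antibody and ULight streptavidin, EDTA stop · Read-out basis – inhibition from TR-FRET ratio decrease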
T cruzi growth: T. cruzi intracellular proliferation inhibitors, primary screen, cell-based, beta-gal Tulahuen parasites, NIH3T3 host, luminescence; T. cruzi beta-gal in NIH3T3, GalScreen luminescence, 90 h; inhibition, % at 8.34 µM; 5.9% of 77,000 active;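 active means mean inhibition above about 93%, with at least 55% of replicates each passing it, limit read from the data, passing the limit was not always enough; inconclusive means only one of those two conditions holds; inactive means neither condition holds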
Numbers without * were called inactive; u = inconclusive; x = no result given; & = joins results of further samples.

Under each structure: Pf Dd2 growth, C diff growth, KDM4C inh, T cruzi growth
- CN1C(=O)c2cc(NC(=O)c3ccccc3)ccc2OC[C@H]2O[C@H](CC(=O)O)CC[C@H]21
    -2, -3, 0.8, -104
- CCCC#Cc1ccc([C@H]2[C@@H](C#N)N(C(=O)C3CC3)[C@@H]2CO)cc1
    -26, 13, -1.2, u
- C[C@H]1CN([C@@H](C)CO)C(=O)c2cccc(NS(C)(=O)=O)c2O[C@H]1CN(C)Cc1ccc(C(=O)O)cc1
    35, -6, 0.9, 5
- CC(=O)NC[C@@H]1[C@@H](c2ccc(-c3cccnc3)cc2)[C@@H](CO)N1C(=O)C1CCC1
    8, 0, -3.1, 1
- C[C@@H]1CN([C@@H](C)CO)C(=O)c2cc(NS(=O)(=O)c3ccc(Cl)cc3)ccc2O[C@@H](C)CCCCO[C@H]1CN(C)Cc1ccc(C(F)(F)F)cc1
    -40, 29, -0.1, u
- CN(C[C@H]1[C@H](c2ccccc2)[C@@H](CO)N1CC1CC1)C(=O)c1cccc(F)c1
    -1, 1, 1.2, 10
- CC(C)CC#Cc1ccc2c(c1)O[C@@H](CN(C)C(=O)Cc1cccnc1)[C@@H](C)CN([C@H](C)CO)S2(=O)=O
    -34, 2, -0.7, x
- C[C@@H]1CN([C@H](C)CO)S(=O)(=O)c2ccc(C3=CCCC3)cc2O[C@H]1CN(C)C(=O)C1CCCCC1
    -19, -10, 6.6, 80
- C[C@H](CO)N1C[C@H](C)[C@H](CN(C)Cc2ccc(-c3ccccc3)cc2)Oc2ccc(NC(=O)Nc3ccc(C(F)(F)F)cc3)cc2C1=O
    18, 51, 0.3, 81*
- CN1C[C@H](O)COC[C@@H]2O[C@H](CC(=O)NC3CCC3)CC[C@H]21
    -10, -4&-6, 0.9, 41
- C[C@@H]1CCCCO[C@H](CN(C)Cc2ccc(C(=O)O)cc2)[C@@H](C)CN([C@H](C)CO)C(=O)c2cc(NS(=O)(=O)c3cn(C)cn3)ccc2O1
    64, -1, -0.3, 27
- CCCC#Cc1ccc2c(c1)O[C@H](CN(C)S(=O)(=O)c1cccc(F)c1)[C@@H](C)CN([C@H](C)CO)S2(=O)=O
    -2, 11, -0.3, 122*
- CCS(=O)(=O)N1CC2(C1)[C@H](c1ccccc1)[C@@H](CO)N2C(=O)c1ccccc1
    26, -8, -0.3, x
- O=C(C[C@H]1CC[C@@H](NC(=O)c2ccncc2)[C@H](CO)O1)Nc1ccc(-c2ccccc2)cc1
    -8, -15, -0.2, x
- COc1ccc(S(=O)(=O)N(C)C[C@H]2OCCCC[C@H](C)Oc3ccc(NC(=O)Nc4ccc(F)cc4)cc3C(=O)N([C@H](C)CO)C[C@H]2C)cc1
    -81*, 0, -1.7, 44
- C[C@H](CO)N1C[C@H](C)[C@H](CN(C)Cc2ccc3c(c2)OCO3)Oc2ncc(C#CCN(C)C)cc2C1=O
    -28&1, 12&11, 5.3, -27&-7
- CN(C)CCCNC(=O)C[C@@H]1CC[C@@H](NS(=O)(=O)c2ccc(F)cc2)[C@@H](CO)O1
    5, 2, 0.4, -13
- O=C(C[C@@H]1C[C@@H]2c3cc(NC(=O)C4CCOCC4)ccc3O[C@@H]2[C@@H](CO)O1)NCc1cccnc1
    18, -5, 2.4, -14
- C[C@@H]1CN([C@H](C)CO)C(=O)c2cc(C3=CCCCC3)cnc2O[C@H]1CN(C)C(=O)Cc1ccccc1
    -20, 1, -0.2, 84
- CCCC#Cc1ccc([C@H]2[C@H](CO)N3CCCCN(S(C)(=O)=O)C[C@@H]23)cc1
    -32, -5, -1.0, 86
- CS(=O)(=O)N1[C@@H](C#N)[C@@H](c2ccc(C#CC3CC3)cc2)[C@@H]1CO
    -28, 4, -1.6, 103*
- CC(C)NC(=O)N[C@@H]1CC[C@H](CCNC(=O)C2CCC2)O[C@@H]1CO
    -6, 3, -1.7, x
- CC(=O)N1CCCCN2[C@H](CO)[C@H](c3ccc(C#Cc4ccccc4F)cc3)[C@@H]2C1
    -15, -8, -1.5, 89
- C[C@@H]1CCCCO[C@H](CN(C)C(=O)C2CCCCC2)[C@@H](C)CN([C@H](C)CO)C(=O)c2cc(NC(=O)Nc3ccccc3)ccc2O1
    -46, 5, 0.2, 72
- COCC(=O)N1CCCCN2[C@H](CO)[C@H](c3ccc(-c4ccc(OC)cc4)cc3)[C@H]2C1
    16, -2, 3.2, 46
- COCC(=O)Nc1ccc2c(c1)OC[C@H](C)N(C(=O)c1ccncc1)C[C@H](C)[C@@H](OC)CN(C)C2=O
    11, x, -0.1, -15
- Cc1noc(C)c1S(=O)(=O)Nc1ccc2c(c1)C(=O)N([C@H](C)CO)C[C@H](C)[C@H](CN(C)CC1CCCCC1)OCCCC[C@H](C)O2
    -54, 6, -0.6, 10
- CC1C=NC(S(=O)(=O)N2CC[C@@H]3[C@H](CO)N(C)c4ccc(C#Cc5cccnc5)cc4[C@@H]32)=N1 (stereo partly drawn)
    -1, 1, 1.2, 12
- C[C@H]1CN([C@@H](C)CO)C(=O)Cc2cc(NC(=O)c3ccncc3)ccc2O[C@@H]1CN(C)C(=O)Nc1ccc(C(F)(F)F)cc1
    10, -1, -2.2, 33
- CN(C)C(=O)C[C@H]1CC[C@@H]2[C@@H](COc3ccc(NC(=O)NCc4ccccc4)cc3C(=O)N2C)O1
    -30, -4, 0.6, -28
- O=C(C[C@@H]1CC[C@H]2[C@@H](COC[C@@H](O)CN2C(=O)c2cccnc2)O1)NCc1ccc(Cl)cc1
    0, -4&-4, -0.5, -17
- COc1ccc2c3c(n(C)c2c1)[C@H](CO)NCC31CCN(Cc2cc(-c3ccccc3)on2)CC1
    -91*, -7, -0.3, x
- COc1ccc(NC(=O)N(C)C[C@@H]2Oc3ccc(NC(=O)Nc4ccccc4)cc3C(=O)N([C@H](C)CO)C[C@@H]2C)cc1
    -33, -1, -2.3, -29
- CC(C)NC(=O)Nc1cccc2c1O[C@@H](CN(C)C)[C@@H](C)CN([C@@H](C)CO)C2=O
    -4, 2, -1.5, 14
- C[C@@H]1CN([C@H](C)CO)C(=O)Cc2cc(NC(=O)Nc3cccc4ccccc34)ccc2O[C@H]1CN(C)Cc1ccc(C(=O)O)cc1
    -8, 2, -1.1, x
- O=C(Cc1ccccc1)N1CC(=O)N2[C@H](CO)[C@@H](c3ccc(C#CCc4ccccc4)cc3)[C@@H]2C1
    -52, 5, -0.1, x
- CO[C@H]1CN(C)C(=O)c2cc(NC(=O)C3CC3)ccc2OC[C@@H](C)N(CC2CCCC2)C[C@H]1C
    5, -3, 1.5, -39
- COc1ccc(NC(=O)Nc2ccc3c(c2)C(=O)N([C@H](C)CO)C[C@@H](C)[C@@H](CN(C)S(=O)(=O)c2ccc(OC)cc2)O3)cc1
    24, 5, 2.6, 16
- CCCNC(=O)[C@@H]1[C@@H](CO)[C@@H]2Cn3c(ccc(C4=CCCC4)c3=O)[C@H]1N2
    3, -1, 4.3, 100*
- C[C@@H]1CN([C@@H](C)CO)C(=O)c2cc(-c3cccc(F)c3)cnc2O[C@H]1CN(C)C(=O)C1CC1
    19, x, -0.1, 26
- O=C(C[C@H]1CC[C@@H]2[C@H](COC[C@H](O)CN2C(=O)Nc2ccc(Cl)cc2)O1)NCC1CC1
    13, 9, -0.5, -3
- C[C@H]1CN([C@@H](C)CO)C(=O)c2cc(NS(=O)(=O)c3cn(C)cn3)ccc2O[C@@H]1CN(C)C(=O)Nc1cccc2ccccc12
    6, x, 5.9, -17
- CCCC#Cc1ccc([C@H]2[C@H](CO)N3C(=O)CN(C(=O)c4ccc(F)cc4)C[C@@H]23)cc1
    -3, 4, 0.9, x
- Cc1ccc(S(=O)(=O)N(C)C[C@@H]2OCc3cnnn3CCCC(=O)N([C@@H](C)CO)C[C@@H]2C)cc1
    -14, x, 1.0, -8
- C[C@@H]1CN([C@H](C)CO)C(=O)Cc2cc(NS(=O)(=O)c3ccc(F)cc3)ccc2O[C@H]1CN(C)C(=O)Nc1ccc(F)cc1
    3, -10, 0.3, 15
- C[C@@H]1CN([C@@H](C)CO)C(=O)c2cc(NC(=O)Nc3ccc(C(F)(F)F)cc3)ccc2O[C@@H](C)CCCCO[C@@H]1CN(C)C(=O)Nc1cccc2ccccc12
    -85*, 0, -0.8, 84
- O=C(C[C@H]1C=C[C@H](NC(=O)Nc2cc(F)ccc2F)[C@@H](CO)O1)NCc1ccccn1
    3, -1, 0.7, 40
- COc1ccc(S(=O)(=O)Nc2ccc3c(c2)CC(=O)N([C@H](C)CO)C[C@@H](C)[C@@H](CN(C)S(C)(=O)=O)O3)cc1
    -4, 18, 1.1, -14
- O=C(CN1CCOCC1)NCC[C@@H]1CC[C@H](NC(=O)Nc2ccc(C(F)(F)F)cc2)[C@@H](CO)O1
    -16, x, 0.9, 23
- O=C(C[C@@H]1C=C[C@@H](NS(=O)(=O)c2ccc(F)cc2)[C@@H](CO)O1)NC1CCC1
    -1, 1, 0.9, x
- O=C(C[C@@H]1CC[C@H]2[C@@H](COC[C@@H](O)CN2C(=O)c2cnccn2)O1)NCc1ccc(F)cc1
    x, 3&-12, 0.2, -9
- Cc1ccc(S(=O)(=O)N(C)C[C@@H]2Oc3c(NS(=O)(=O)c4ccc(F)cc4)cccc3C(=O)N([C@H](C)CO)C[C@H]2C)cc1
    36, -1, 0.4, 12
- COc1ccc2c3c(n(C)c2c1)[C@H](CO)N(C(=O)c1ccccc1)CC31CN(Cc2ccccc2OC)C1
    u, -14, -0.7, x
- O=C(N[C@H]1CC[C@@H](CCn2cc(-c3ccc(F)cc3)nn2)O[C@H]1CO)c1cnccn1
    -9, 7, -1.4, x
- COCC(=O)Nc1ccc2c(c1)[C@@H]1C[C@H](CC(=O)NC3CCCC3)O[C@H](CO)[C@@H]1O2
    18, -1, -0.8, x
- CCCN(C)C[C@H]1Oc2ncc(C#CC3CCCCC3)cc2C(=O)N([C@H](C)CO)C[C@H]1C
    -71, 5, -1.4, 53
- COc1ccc2c3c(n(C)c2c1)[C@@H](CO)N(C(=O)Nc1ccc(F)cc1)CC31CN(C(=O)Nc2c(C)noc2C)C1
    1, -1, -2.0, x
- C[C@@H]1CCCCO[C@@H](CN(C)Cc2ccc(C(F)(F)F)cc2)[C@H](C)CN([C@@H](C)CO)C(=O)c2cc(NC(=O)c3ccncc3)ccc2O1
    -39, -2, 1.0, 28
- CN1C(=O)c2cc(NC(=O)c3cccc(F)c3)ccc2OC[C@H]2O[C@@H](CC(=O)NC3CCC3)CC[C@@H]21
    36, 2, -0.2, x
- O=C(C[C@H]1CC[C@H](NS(=O)(=O)c2ccc(F)cc2)[C@@H](CO)O1)N1CCc2ccccc2C1
    -17, 1, -0.5, 0

Next part.
Under each structure: Pf Dd2 growth, C diff growth, KDM4C inh, T cruzi growth
- COc1cccc(-c2ccc([C@H]3[C@@H](CO)N4CCCCN(S(=O)(=O)c5cccs5)C[C@H]34)cc2)c1
    -55, 20, -0.8, 41
- CO[C@H]1CN(C)C(=O)c2cc(NC(=O)c3ccc(F)cc3)ccc2OC[C@@H](C)N(C(C)=O)C[C@@H]1C
    26, 2, 0.7, -5
- CCS(=O)(=O)Nc1ccc2c(c1)C(=O)N(C)[C@@H]1CC[C@H](CC(=O)NCCOC)O[C@H]1CO2
    x, 2, -0.3, 17
- C[C@H]1CN([C@@H](C)CO)C(=O)c2cccc(NC(=O)Nc3ccc4c(c3)OCO4)c2O[C@H]1CN(C)Cc1ccc(C(=O)Nc2ccccc2N)cc1
    -78, x, 5.3, 110
- C[C@H]1CN([C@@H](C)CO)C(=O)c2cc(C#CCN(C)C)cnc2O[C@@H]1CN(C)Cc1cccc(F)c1
    -67, 8, 3.2, x
- COc1cccc(CN2C[C@@H](C)[C@H](OC)CN(C)C(=O)c3cc(NS(=O)(=O)c4cn(C)cn4)ccc3OC[C@H]2C)c1
    8, x, 0.8, x
